TCR-CD3 inh = human TCR-CD3 binding inhibition | TAMRA-labeled TCR probe fluorescence, biochemical | inhibition, % at 9.4 µM | 360,000 compounds, 0.37% hits | AID 651800; in the data active means inhibition above about 19%;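 further: recombinant mutant TCR 2C K166C tagged with TAMRA read by polarization; 0% = receptor in buffer alone and 100% = receptor with positive control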
LEDGF integ inh = blocks HIV-1 LEDGF/p75-dependent DNA integration; TR-FRET IN-LEDGF/p75 DNA integration, Eu/Cy5; inhibition, % at 3.7 µM; 370,000 compounds, 0.64% hits;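 active means inhibition above the screen-wide mean plus 3 SD, cut at about 13% in these data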;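 further: signal is the Cy5 over europium emission ratio at 671 and 618 nm; 0% = plate median of compound wells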
PG9 Ab binder = binds the HIV-1 gp120 antibody PG9. TR-FRET gp120-PG9 antibody binding. inhibition, % at 6.7 µM. 360,000 compounds, 0.43% hits. AID 624416; in the data active means inhibition above about 8.5%
SIAE primary = inhibitors of human sialic acid acetylesterase SIAE | SIAE FP-Rh probe binding, fluorescence polarization | AID 1053197 | 370,000 compounds, 0.69% hits | Q9HAT2 | inhibition, % at 9.66 µM;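 active means inhibition above a cutoff: mean of compounds within the control limits plus 3 SD of those, cut at about 17% in these data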;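 further: 0% = plate median of compound wells and 100% = probe without SIAE protein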
TDP2 inh = blocks human TDP2 phosphodiesterase activity. O95551. recombinant TDP2, T5PNP hydrolysis, p-nitrophenol absorbance 415 nm. inhibition, % at 12.8 µM. 370,000 compounds, 0.34% hits. AID 720702;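 active means inhibition above the mean of all tested compounds plus 3 SD, set per campaign, cut at about 25% in these data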;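 further: 0% = DMSO with enzyme and 100% = buffer with substrate but no TDP2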
Target sequence (O95551 whole entry, looked up): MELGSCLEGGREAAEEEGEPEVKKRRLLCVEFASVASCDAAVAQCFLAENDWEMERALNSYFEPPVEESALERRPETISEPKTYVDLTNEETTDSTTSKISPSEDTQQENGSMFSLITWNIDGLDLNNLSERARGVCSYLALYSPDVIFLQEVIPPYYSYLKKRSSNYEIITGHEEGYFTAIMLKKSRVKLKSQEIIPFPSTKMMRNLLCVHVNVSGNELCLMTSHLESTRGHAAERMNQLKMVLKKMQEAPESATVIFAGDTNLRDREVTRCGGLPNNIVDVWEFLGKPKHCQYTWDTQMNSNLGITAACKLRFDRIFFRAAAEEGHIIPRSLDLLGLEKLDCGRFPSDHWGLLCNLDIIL
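Test system: Human TDP2 enzyme | Reagent: 5 mM T5PNP | Compound dosing: 12.8 µM single point, 1% DMSO | Incubation: Enzyme reaction with compound for 2 h at 37 °C | Technique: p-Nitrophenol epi absorbance | Read-out: % inhibition relative to enzyme-containing and enzyme-free wells | Benchmarks: High control without enzyme, low control DMSO plus TDP2 | Replicates: Singlicate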
HTRA1 inh = blocks human HTRA1 serine peptidase. Q92743. recombinant HTRA1, FP-rhodamine activity-based probe, fluorescence polarization. inhibition, % at 5.96 µM. 340,000 compounds, 0.5% hits; in the data active means inhibition above about 36%;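 further: 0% = enzyme with DMSO and 100% = wells lacking enzyme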
PRMT1 inh = PRMT1 (human) inhibition, primary screen; recombinant PRMT1, activity-based probe fluorescence polarization; inhibition, % at 2.79 µM; 370,000 compounds, 1.3% hits; AID 652257;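 active means inhibition above about 21% made by adding two undisclosed values, limit read from the data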
Tn7 DDE FP = disrupts Tn7 cyclic peptide binding to fibrin D-Dimer-E complex. P02675. FP displacement of FITC-Tn7 peptide from fibrin DD(E); 0% = median of compound wells per plate. inhibition, % at 8.3 µM. 370,000 compounds, 0.13% hits. AID 720508;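 active means inhibition above the mean of compounds falling within the control limits plus 3 SD of them, cut at about 14% in these data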;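 further: 0% = plate median of compound wells and 100% = 10 µM Aha-Tn7 peptide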
Target sequence (P02675 whole entry, looked up): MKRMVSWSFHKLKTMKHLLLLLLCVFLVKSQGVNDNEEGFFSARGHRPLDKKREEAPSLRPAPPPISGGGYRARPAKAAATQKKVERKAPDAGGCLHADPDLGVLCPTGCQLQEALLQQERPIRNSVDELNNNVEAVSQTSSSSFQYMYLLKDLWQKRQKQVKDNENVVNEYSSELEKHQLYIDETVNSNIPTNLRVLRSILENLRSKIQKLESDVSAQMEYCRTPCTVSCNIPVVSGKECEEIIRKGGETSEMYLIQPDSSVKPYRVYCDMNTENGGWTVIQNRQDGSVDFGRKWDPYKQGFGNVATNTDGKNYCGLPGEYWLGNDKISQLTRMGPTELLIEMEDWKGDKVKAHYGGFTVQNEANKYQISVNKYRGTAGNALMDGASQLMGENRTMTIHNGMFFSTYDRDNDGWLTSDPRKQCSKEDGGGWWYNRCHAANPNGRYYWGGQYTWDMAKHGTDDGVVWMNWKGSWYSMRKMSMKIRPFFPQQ
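Assay system: human fibrin DD(E) protein / Input: 2 µM fibrin DD(E) / Benchmarks: high control of 10 µM Aha-Tn7 peptide / Measured by: fluorescence polarization of the labelled Tn7 tracer / Medium: Tris buffer with calcium and detergent, pH 7.8 / Timing: 10 min compound pre-incubation, 3 h probe incubation at room temperature / Repeats: one replicate per compound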
ABHD4 inh = inhibits mouse alpha/beta hydrolase domain 4 | Q8VD66 | purified mABHD4, FP-Rh probe fluorescence polarization | inhibition, % at 8.92 µM | 370,000 compounds, 0.54% hits;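 active means inhibition exceeding the mean over every tested compound plus 3 SD, cut at about 30% in these data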;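 further: 0% = plate median of compound wells and 100% = S159A mutant with DMSO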
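Assay system: wild-type mouse ABHD4 protein; compound: single nominal dose of 8.92 µM, 0.89% DMSO final; schedule: 45 min + 60 min at 25 °C; measured by: FP readout, ex 525 nm / em 598 nm; evaluation: % inhibition of FP-Rh probe binding versus controls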
UHRF1 binding = human UHRF1 methylated DNA binding inhibitors; AID 687016; Q96T88; inhibition, % at 4.4 µM; UHRF1 binding to methylated oligo, TR-FRET; 370,000 compounds, 0.75% hits; in the data active means inhibition above about 21%;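 further: UHRF1 SRA domain binding a hemimethylated CpG hairpin DNA probe; 0% = median of test compound wells and 100% = reference inhibitor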
Starred values were filed as active, the others as inactive; . = not tested or not shown. Outcome played no part in choosing rows, and some 4.2% of all compounds hit somewhere here.

SMILES	TCR-CD3 inh	LEDGF integ inh	PG9 Ab binder	SIAE primary	TDP2 inh	HTRA1 inh	PRMT1 inh	Tn7 DDE FP	ABHD4 inh	UHRF1 binding
CCC(C)NC(=O)c1nn(C)c(=O)c2ccccc12 (centres undefined)	2.5	0.2	-0.6	0.1	-9.7	4.8	-2.8	0.1	-3.5	0.9
NNC(=O)c1ccncc1	9.4	-0.7	0.1	0.5	-2.5	0.5	-1.6	-3.3	5.3	-2.2
Oc1[nH]c2ccccc2c1N=Nc1cccc(Cl)c1	-5.3	-2.4	-2.6	-1.3	-6.6	-8.1	3.2	-1.2	2.1	2.0
NC(=O)CSc1nnc(-c2ccc(S(=O)(=O)N3CCOCC3)cc2)n1CC1CCCO1 (centres undefined)	2.2	-1.2	-2.7	0.8	13.5	-3.7	-0.7	1.9	-0.5	-1.7
COc1ccccc1CNC(=O)C(NS(=O)(=O)c1ccc2c(c1)OCCO2)C(C)C (centres undefined)	9.6	1.7	0.1	3.7	14.3	2.3	-1.9	-6.7	-0.8	-0.5
COc1cc(/C=C(\C#N)C(=O)Nc2cccc(C(=O)O)c2)ccc1OCc1ccc(F)cc1	6.2	-4.2	-1.8	-16.2	5.3	-1.6	-0.7	-3.8	-4.7	-0.7
O=C(c1cc(Br)c(Br)s1)N1CCOCC1	3.7	2.6	0.8	2.7	4.4	-2.8	4.8	7.6	6.0	-0.3
CC(OC(=O)C1CCN(S(=O)(=O)c2ccccc2)CC1)C(=O)Nc1ncc(Cl)cc1Cl (centres undefined)	-5.2	-3.9	-1.3	-0.5	-3.4	-2.0	2.9	2.1	4.9	3.9
CCOC(=O)C1CCN(C(=O)c2sc3ncnc(N4CCC(C)CC4)c3c2C)CC1	5.4	4.8	-0.2	-1.2	2.8	-3.9	-0.1	4.5	-4.0	-0.1
Oc1ccc(/C=N/Nc2cccc3cccnc23)c(O)c1	-4.6	-2.2	-0.4	7.4	0.3	47.0*	8.9	7.1	28.6	-2.6
CC(=O)Nc1ccc(S(=O)(=O)C(C#N)c2nc3ccccc3nc2NCCCO)cc1 (centres undefined)	-2.4	-3.0	0.2	-4.7	0.6	2.9	5.9	6.1	4.4	-6.6
COc1cc(-c2nnc(SCC#CCO)o2)cc(OC)c1OC	2.4	0.0	-1.0	4.1	7.7	1.6	-0.8	-0.8	-6.3	1.6
CCOC(=O)CSc1nnc(-c2ccco2)n1C	-2.2	1.3	-3.1	-2.3	1.2	2.9	3.1	-3.5	0.8	3.9
Cc1ccc(NC(=O)Cn2nc(C(=O)Nc3ccc(C)cc3)ccc2=O)cc1	3.0	-3.4	-0.1	-35.1	2.9	-22.8	-1.1	-8.6	-30.2	1.4
CCOc1ccccc1NC(=O)c1cc(CC(C)C)oc1C	1.5	0.2	1.8	-2.5	9.0	-13.6	0.8	13.4	-1.4	0.2

Two compounds drawn at random from those above, as already listed:
SMILES	TCR-CD3 inh	LEDGF integ inh	PG9 Ab binder	SIAE primary	TDP2 inh	HTRA1 inh	PRMT1 inh	Tn7 DDE FP	ABHD4 inh	UHRF1 binding
CCOC(=O)C1CCN(C(=O)c2sc3ncnc(N4CCC(C)CC4)c3c2C)CC1	5.4	4.8	-0.2	-1.2	2.8	-3.9	-0.1	4.5	-4.0	-0.1
O=C(c1cc(Br)c(Br)s1)N1CCOCC1	3.7	2.6	0.8	2.7	4.4	-2.8	4.8	7.6	6.0	-0.3

Going on with the list.
SMILES	TCR-CD3 inh	LEDGF integ inh	PG9 Ab binder	SIAE primary	TDP2 inh	HTRA1 inh	PRMT1 inh	Tn7 DDE FP	ABHD4 inh	UHRF1 binding
COc1ccc(NC(=S)NNC(=O)c2nnn(-c3ccccc3)c2C)cc1	6.8	0.7	-1.3	5.2	-11.9	4.2	0.3	-0.2	5.3	-1.9
O=C(OCc1ccccc1)c1ccc2c(c1)-c1ccccc1C2=O	-2.2	1.3	1.0	1.6	7.3	-15.7	2.8	-5.3	6.4	2.0
Cc1ccc2c(c1)N(C(=O)CCC(=O)N1CCN(c3cccc(C)c3C)CC1)CCO2	-0.8	1.8	1.0	1.3	6.6	-12.7	-4.0	2.3	-4.1	-1.0
CCCC(c1nnnn1Cc1ccco1)N1CCC(C(N)=O)CC1 (centres undefined)	5.6	4.0	-1.5	3.3	4.5	9.9	0.2	0.5	-4.1	4.3
CC(C)N(Cc1ccccc1)C(=S)NCc1ccccc1	-6.4	2.9	1.4	-4.3	-6.1	-8.2	8.6	4.7	-21.4	3.9
O=C1CC(NS(=O)(=O)c2ccc([N+](=O)[O-])cc2)CN1c1cccc(F)c1 (centres undefined)	-1.0	-0.9	0.1	1.2	-4.4	-0.7	-1.6	-0.6	-1.8	0.3
COc1ccc(S(=O)(=O)NCc2ccc(C(=O)NCc3cccnc3)cc2)cc1	5.9	0.9	0.8	2.5	3.8	.	-1.5	3.4	5.2	-0.4
CC(Cl)C(=O)Nc1ccccc1C#N (centres undefined)	4.4	1.3	-2.8	-2.3	-0.3	11.0	-3.0	-4.6	-1.9	13.2
Cc1ccc(C)c(CN2C(=O)C3CCCN3c3ccc(C#N)cc32)c1 (centres undefined)	-8.8	-0.9	3.8	-7.2	-5.2	-8.0	4.0	-1.2	1.0	3.0
c1ccc(-c2cc3c(NCC4COc5ccccc5O4)ncnc3s2)cc1 (centres undefined)	1.0	0.2	0.7	-83.3	-12.3	-41.5	-0.1	1.3	-22.8	3.0
COc1ccc(NC(C)=O)cc1NC(C)C(=O)Nc1cc(C(F)(F)F)ccc1N1CCOCC1 (centres undefined)	3.1	-2.3	-0.7	4.9	-7.3	-0.1	-1.7	-1.7	2.1	-1.8
CC(C)(C)N(Cc1cc2ccccc2[nH]c1=O)C(=O)c1cccc([N+](=O)[O-])c1	8.2	2.9	0.0	7.1	7.4	1.5	-2.6	3.0	5.5	0.9
COC(=O)c1ccsc1NS(C)(=O)=O	-1.6	-8.2	-0.8	-4.1	1.7	.	6.3	1.6	-7.0	2.8
CCN1CC2=C(OC(N)=C(C#N)C2c2ccccc2)/C(=C\c2ccccc2)C1 (centres undefined)	2.5	4.0	-2.3	3.3	3.3	-8.3	4.5	-1.2	-3.2	-1.4
COc1ccc(Cl)cc1NC(=O)CNc1ccccc1F	-7.1	-0.4	2.8	6.6	-1.8	-21.3	0.4	3.5	-16.7	6.4
COc1ccc(NC(=O)C(C)SCc2ccccc2)cc1 (centres undefined)	2.6	-3.7	1.2	-2.6	2.2	7.7	1.1	9.2	4.4	0.4
CCN(CC(=O)Nc1c(F)cccc1F)C(=O)C1Cc2ccccc2CN1S(=O)(=O)CC (centres undefined)	-8.2	-0.2	-2.2	-6.3	-2.8	-1.5	2.2	1.7	7.2	0.3
CCOc1ccc(CN(CC)C(=O)Cc2c[nH]c3ccccc23)cc1OC	1.2	4.7	0.7	8.0	10.0	1.2	-6.3	-2.8	3.0	-0.2
CC(C)(C)OC(=O)C1=CC[C@@H](c2ccc(Cl)c(Cl)c2)N(S(=O)(=O)c2ccc(F)cc2)[C@H]1c1cccc(F)c1	5.0	-4.3	-1.0	-6.6	5.9	.	1.1	1.5	10.8	-1.2
N#Cc1ccccc1NC(=O)Nc1ccc(Cl)cc1	-2.1	-3.7	0.8	1.7	-2.6	-1.5	-1.0	6.2	-6.6	-3.4
Brc1ccc(CSc2nnc(SCc3ccccc3)s2)cc1	.	-3.5	.	-1.5	-2.6	.	3.1	-1.4	0.4	-1.1
Cc1nc(-c2ccc(Cl)cc2)sc1C(=O)NNC(=O)C(C)C	-2.5	2.8	-2.8	1.4	3.6	.	-2.7	-3.7	8.8	-3.2
O=C1[C@H](Cc2ccccc2)NCC=CC[C@@H](c2ccco2)N1Cc1ccccc1	-1.5	-0.2	0.9	-1.0	-4.0	0.0	5.0	6.3	4.7	1.7
Cc1cccc(/C=C2\Sc3ccc(C(=O)NCC4CCCO4)cc3N(C)C2=O)c1 (centres undefined)	-1.8	-1.1	-0.2	-7.9	-7.3	-25.9	-0.1	6.6	-14.1	0.8
COC(=O)c1cc([N+](=O)[O-])c(-n2ccnc2)c([N+](=O)[O-])c1	7.8	4.1	-0.9	0.7	2.3	3.9	-0.3	1.8	-5.3	0.0
O=C(Nc1ccccc1Cl)O/N=C(/c1ccccc1)c1ccccn1	-4.9	-0.7	-0.5	3.5	4.0	3.5	-1.0	7.2	7.3	19.2
O=C(NCc1ccc(Cl)cc1)N1CCOCC1	-2.6	2.4	-0.2	3.0	7.0	4.3	-2.7	0.9	1.5	-3.6
Cc1ccc(S(=O)(=O)N(C)c2ccc(OC(=O)c3ccc(N4CCCC4=O)cc3)cc2)cc1	3.5	-1.1	-0.8	1.8	4.4	0.4	-1.2	-1.4	2.4	-0.8
COc1ccccc1N1CCN(Cc2cc(=O)oc3ccccc23)CC1	-8.2	4.7	-2.0	1.2	-14.1	.	-2.2	-0.9	-1.9	4.6
CCOC(=O)c1[nH]c(C)c(C(=O)OCCN2C(=O)c3ccccc3C2=O)c1C	3.1	0.5	-0.1	-7.7	1.2	-2.4	-0.6	3.9	-4.4	2.3
Cc1nnc(-c2cccc(Br)c2)c2cn(-c3ccccc3Cl)nc12	0.0	-3.3	-1.3	-9.0	9.4	-9.1	0.2	-4.3	-5.2	0.7
COc1ccc(-c2nc(NC(=O)c3ccco3)sc2C)cc1	-1.6	-0.8	4.8	-1.3	-5.7	-5.8	2.1	1.7	-6.2	0.1
Cc1ccc(N(CC(O)CN2CCCC2)S(=O)(=O)c2ccc(C)cc2)cc1 (centres undefined)	-8.1	-1.6	1.0	-0.8	4.0	-5.8	3.4	3.0	2.3	0.0
O=C(NC1CCS(=O)(=O)C1)C1CCCN(S(=O)(=O)c2ccc(Cl)cc2)C1 (centres undefined)	-1.3	-1.0	-1.2	0.5	0.3	2.9	3.1	5.8	4.2	0.2
CCc1ccc(NC(=O)Cc2ccc(-n3cccc3)cc2)cc1	-0.6	1.4	1.2	-9.1	0.8	-5.8	1.9	-3.1	-3.4	4.2
CN(CC(=O)N(CCO)Cc1ccccc1)S(=O)(=O)c1ccc2c(c1)c(=O)n(C)c(=O)n2C	6.6	-5.1	0.7	-4.0	-9.3	2.3	-4.0	-0.5	-0.6	-2.6
COc1cc2c(C(=O)O)c(C)n(-c3ccccc3)c2c2ccccc12	-2.4	-0.9	-0.5	7.5	0.4	-2.7	0.0	8.3	2.3	-0.5
CCN(C(=O)CSc1nnc(-c2cccc(Cl)c2)n1N)c1c(N)n(Cc2ccccc2)c(=O)[nH]c1=O	-6.5	2.9	0.3	0.0	-1.2	-8.4	31.5*	-5.3	5.1	-1.2

Source: PubChem BioAssay (The Scripps Research Institute Molecular Screening Center)
